Bioassay records deposited in PubChem by several laboratories.
Rtt109 Vps75 – inhibitors of C. albicans Rtt109/Vps75 HAT, primary screen, biochemical, ThioGlo CoA-SH fluorescence, plate reader; Histone acetyltransferase RTT109 (Candida albicans (strain SC5314 / ATCC MYA-2876)), …; purified Rtt109/Vps75, 4 h; inhibition, % at 34.9 µM; 0.16% of 330,000 active; AID 540336, 2011;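 active = inhibition of at least 50% in every replicate; inconclusive = best replicate reaches 50% inhibition but some replicates fall short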
Target sequence (Q5AAJ8 whole entry, looked up): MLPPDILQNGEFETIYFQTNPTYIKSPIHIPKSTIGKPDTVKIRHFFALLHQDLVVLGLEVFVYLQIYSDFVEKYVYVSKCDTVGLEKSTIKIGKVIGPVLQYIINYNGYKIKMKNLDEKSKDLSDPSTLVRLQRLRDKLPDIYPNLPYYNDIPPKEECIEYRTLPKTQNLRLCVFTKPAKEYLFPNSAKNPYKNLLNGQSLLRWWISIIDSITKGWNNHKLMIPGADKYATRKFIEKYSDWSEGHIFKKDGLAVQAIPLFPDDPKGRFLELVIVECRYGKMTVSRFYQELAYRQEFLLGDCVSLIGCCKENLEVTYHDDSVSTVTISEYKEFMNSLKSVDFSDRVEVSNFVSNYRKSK
CAL PDZ inh – CAL PDZ peptide-binding inhibitors, primary screen, biochemical, fluorescence polarization, Cer-tagged CAL PDZ, HTS; Golgi-associated PDZ and coiled-coil motif-containing protein (Homo sapiens), Q9HD26; purified CAL PDZ, TMR-peptide fluorescence polarization, 1 h; inhibition, % at 20 µM; 0.02% of 330,000 active; AID 504414, 2011;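 active = highest replicate inhibition of at least 40%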;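 also: plate controls were DMSO neutral control wells for no effect and unlabeled competitor peptide control wells for full effect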
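Material – purified CerCALP PDZ construct · Detection – FP readout, S and P plane fluorescence · Measure – percent inhibition from loss of millipolarization · Controls – unlabelled peptide for full inhibition, DMSO wells as neutral · Probe or stimulus – TMR-labelled reporter peptide T*-PRC34 bound in PDZ groove · Times – 1 h at RT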
PfHsp90 yeast 2 – growth inhibition of PfHsp90-expressing yeast, primary screen, antimalarial PfHsp90 inhibitor project, S. cerevisiae, BacTiter-Glo luminescence, single point, set 2. BacTiter-Glo ATP, 48 h; yeast lacking PDR1 and PDR3 efflux regulators. inhibition, % at 9.4 µM. 0.32% of 310,000 active. AID 504621, 2011;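 active = every replicate shows inhibition above about 80%, whatever the replicate mean, limit read from the data; inconclusive = mean inhibition reaches the set limit but some replicate falls short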;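 also: 0% = DMSO neutral controls and 100% = 20 µM radicicol positive controls; yeast relying on Plasmodium falciparum Hsp90 in place of its own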
Ecoli viability – E. coli V3065 growth inhibition, primary screen, counter-screen for AddAB inhibitor project, absorbance, OD600; 18 h; inhibition, % at 11.9 µM; 0.27% of 330,000 active;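 active = inhibition above the campaign's mean inhibition across all tested compounds plus 3 SD, cut at about 9.9% in these data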;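 also: uninfected addAB+ strain grown without phage in ampicillin broth; 0% = DMSO wells and 100% = ciprofloxacin 0.95 µg/ml wells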
AddAB inh – growth inhibition of E. coli expressing H. pylori AddAB, primary screen, AddAB inhibitor project, absorbance | inhibition, % at 11.9 µM | 0.29% of 330,000 active; in the data active = inhibition above about 12%;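 also: 0% = vehicle wells of infected cells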
DAGLB inh – DAGLB lipase inhibitors, primary screen, biochemical, fluorescence, HTS; HEK293T DAGLB membrane lysate, EnzChek fluorogenic substrate; 0.059% of 340,000 active; Diacylglycerol lipase-beta (Homo sapiens), Q8NCG7; inhibition, % at 5.17 µM; in the data active = inhibition above about 34%;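 also: 0% = enzyme with vehicle and 100% = wells lacking enzyme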
Target sequence (Q8NCG7 whole entry, looked up): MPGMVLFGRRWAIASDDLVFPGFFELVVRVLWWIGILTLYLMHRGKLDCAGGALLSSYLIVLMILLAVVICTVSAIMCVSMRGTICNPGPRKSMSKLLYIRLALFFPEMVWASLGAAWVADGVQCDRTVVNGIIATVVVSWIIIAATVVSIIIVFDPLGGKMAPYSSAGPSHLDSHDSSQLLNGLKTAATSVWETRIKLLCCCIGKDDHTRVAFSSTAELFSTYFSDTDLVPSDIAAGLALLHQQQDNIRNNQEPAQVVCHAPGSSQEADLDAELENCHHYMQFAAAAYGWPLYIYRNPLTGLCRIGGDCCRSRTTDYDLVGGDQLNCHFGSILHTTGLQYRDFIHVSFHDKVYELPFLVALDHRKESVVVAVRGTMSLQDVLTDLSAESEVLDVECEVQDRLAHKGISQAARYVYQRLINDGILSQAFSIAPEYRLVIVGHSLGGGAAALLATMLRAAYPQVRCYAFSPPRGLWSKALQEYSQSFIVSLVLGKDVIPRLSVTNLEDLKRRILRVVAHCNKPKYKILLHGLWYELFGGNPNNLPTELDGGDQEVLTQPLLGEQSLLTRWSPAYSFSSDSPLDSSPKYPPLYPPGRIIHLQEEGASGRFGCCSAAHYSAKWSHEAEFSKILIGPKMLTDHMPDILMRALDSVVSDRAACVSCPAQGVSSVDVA
PvdQ inh – P. aeruginosa PvdQ acylase inhibitors, primary screen, biochemical, fluorescence, plate reader and imaging, single point; PvdQ acylase [Pseudomonas aeruginosa LESB58]; purified PvdQ acylase; inhibition, % at 10 µM; 0.063% of 340,000 active; in the data active = inhibition above about 30%, passing the limit was not always enough; inconclusive = no clear call, values can overlap the other calls;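 also: 0% = vehicle neutral wells and 100% = reference inhibitor wells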
Wnt act – Wnt/beta-catenin pathway activators, primary screen, cell-based, plate reader, single point; Wnt/beta-catenin reporter cell assay, activator; activation, % at 9.35 µM; 1.2% of 300,000 active; in the data active = activation above about 30%, passing the limit was not always enough; inconclusive = no clear call, values can overlap the other calls;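 also: 0% = neutral control wells and 100% = positive control wells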
phage Ecoli inh – growth loss of phage-infected E. coli, primary screen, RecBCD inhibitor project, absorbance, with phage, HTS; 0.26% of 360,000 active; AID 651602, 2012; inhibition, % at 11.9 µM; in the data active = inhibition above about 11%
Tat export inh – E. coli Tat export inhibitors, primary screen, MC4100, TorA-mCherry reporter, fluorescence, single point; inhibition, % at 10 µM; 0.036% of 340,000 active;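 active = mean replicate inhibition at least 50% and at least half of replicates individually reaching 50%; inconclusive = only one of the two criteria met; inactive = neither criterion met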;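 also: exported cargo escapes ClpAP degradation while cytoplasmic cargo is degraded and loses fluorescence; 0% = median of neutral control wells and 100% = median of NaSCN control wells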
* marks the source's active call; other numbers are inactive results; ? = inconclusive; . = no result given.

Value order: Rtt109 Vps75, CAL PDZ inh, PfHsp90 yeast 2, Ecoli viability, AddAB inh, DAGLB inh, PvdQ inh, Wnt act, phage Ecoli inh, Tat export inh
- Cc1ccccc1C(=O)Nc1cc(S(=O)(=O)N2CCCCC2)ccc1N1CCN(C)CC1
 : -2, -1.4, -18, -1.2, -1.7, -1, -9, -6, 1.3, -5
- C/C=C/C=N/Nc1nc(-c2ccc([N+](=O)[O-])cc2)cs1
 : -4, -2.2, -17, 0.1, 1.9, 4, -22, 1, 4.2, 0
- Cn1c(=O)[nH]c(=O)c2c1nc(N1CCNCC1)n2Cc1ccccc1Cl
 : 9, -0.7, 2, 0.4, -0.3, 1, -6, 1, -1.3, 1
- NCCOc1ccc(C23CC4CC(CC(C4)C2)C3)cc1
 : ?, -4.4, 21, 0.3, -1.9, 0, -10, -1, 3.8, 8
- c1ccc(Oc2cc(-n3cncn3)ncn2)cc1
 : 0, -0.2, -37, -2.0, -1.4, 0, -10, 6, 3.2, 3
- Cc1ccc(C(=O)NN2C(=O)c3ccc(S(=O)(=O)c4ccc(C(=O)O)cc4)cc3C2=O)cc1
 : 0, 0.7, 15, -0.6, 0.5, 0, -19, -2, 3.3, -5
- CCOC(=O)c1sc2nc(C)nc(Nc3ccc(OC)cc3)c2c1C
 : -28, -2.3, -28, 0.5, 3.0, -6, -6, -1, 4.7, -4
- O=C(COc1cc2oc(=O)c3c(c2cc1Cl)CCC3)Nc1ccccn1
 : -17, -0.1, -9, -1.6, -2.0, 1, -2, 1, 0.3, -2
- CCCCNC(=O)C(=O)NCC1CCCN1S(=O)(=O)c1cccs1 (stereo not drawn)
 : -7, -1.3, ., 1.1, 0.1, 1, -16, -3, 2.4, -4
- CC(=O)OCC(OC(C)=O)C(OC(C)=O)C(OC(C)=O)C(=O)Nc1cccc(C)c1 (stereo not drawn)
 : -3, 0.4, -4, 3.2, 3.3, -3, 3, -1, 1.2, 0
- COc1ccc(/C=N/NC(=O)Cn2nnc3ccccc32)cc1OC
 : 13, -1.6, -19, 3.5, 3.7, 0, 2, ., 4.2, -11
- Cc1[nH]c2ccccc2c1C(c1ccncc1)N1CCN(c2ccccc2F)CC1 (stereo not drawn)
 : -7, -0.2, 6, -1.5, -0.3, -2, -11, -17, 1.9, 0
- CC(C)CSc1nc2ccccc2[nH]1
 : 12, -0.5, -12, -0.2, -2.4, -1, -3, 7, 5.0, 1
- CC(=O)c1cccc(NC(=O)CC(C)n2ccnc2)c1 (stereo not drawn)
 : -1, -0.4, -5, -0.5, 1.1, -2, 7, -2, 6.0, -3
- CCN(CC)CCNS(=O)(=O)c1ccc(C(=O)NN)cc1
 : 0, -0.3, 12, -0.4, 0.1, 2, -18, -2, 1.5, -5
- CCNC(=O)N1c2ccc(OCC)cc2C(C)=CC1(C)C
 : -3, 0.3, 27, -3.9, -1.1, -5, 1, -2, 2.5, -6
- CN(CC(=O)Oc1ccc(-c2nnco2)cc1)S(=O)(=O)c1ccc(F)cc1
 : -2, -2.7, ., -0.8, 1.2, -1, -12, -2, 3.4, -6
- CN(c1ccccc1)S(=O)(=O)c1ccc(NC(=O)CC(=O)c2ccccc2)cc1
 : 4, -1.5, -13, ., ., 5, -9, -1, 3.8, -5
- CCS(=O)(=O)c1nc(S(=O)(=O)c2ccc(C)cc2)c(NCCCN2CCCC2=O)s1
 : 2, -2.9, 12, -1.8, 3.7, 0, 3, 0, 4.2, -1
- CC(=O)N1CCC(Nc2ccc(C)cc2)CC1
 : -12, 0.2, 16, -0.4, -0.3, 0, 9, -2, 1.1, -3
- COc1ccc(C2CC(C)(c3ccc(OC)cc3OC)Nc3ccccc3N2)c(OC)c1 (stereo not drawn)
 : 15, -2.0, ., 0.4, -2.0, 1, 1, 1, 1.1, 1
- O=C(O)c1cn(C2CC2)c2cc(N3CCN(S(=O)(=O)c4ccc5c(c4)OCCO5)CC3)c(F)cc2c1=O
 : 7, -1.0, -37, 97*, 99*, 1, 8, 1, 93*, 12
- COc1cc(NS(=O)(=O)c2ccc(NC(=S)NC(=O)c3ccc(F)cc3)cc2)nc(OC)n1
 : 3, -3.1, 28, 3.0, 4.6, 6, -14, -1, 0.8, 8
- COc1cc(NC(=O)c2ccc(C)cc2)c(OC)cc1NC(=O)CN1CCOCC1
 : -4, -0.3, 6, 1.8, -0.3, 1, -5, ., 0.5, -9
- Cc1ccc(S(=O)(=O)N2CCC(C(=O)NC3CC(C)(C)NC(C)(C)C3)CC2)cc1
 : 0, -0.6, 31, 1.9, 2.8, -1, -18, 4, -2.6, -3
- O=C(CSCC(=O)OCn1nnc2ccccc2c1=O)Nc1ccc(Cl)cc1
 : -7, -2.7, 14, -2.1, 0.3, -1, -9, ., -2.3, 3
- C/C(CCC(C)C)=N\NC(=S)NCc1ccccc1
 : -1, 0.4, -28, -1.0, -2.8, -2, -3, -1, 0.7, 5
- CCCCn1nnc(NC(=O)c2cc3ccccc3o2)n1
 : 5, ., 7, 1.1, 4.5, -2, -7, ., 2.3, -4
- COc1ccc(S(=O)(=O)N2CCOCC2)cc1NC(=O)c1cccc(Cl)c1
 : -4, -2.6, 4, -0.7, 2.2, 0, -3, -2, 2.3, 1
- CC(C#Cc1ccc2c(c1)COc1c3ccccc3nn1-2)OC(C)(C)C (stereo not drawn)
 : 0, -3.0, -16, -1.2, 7.0, 0, -8, 15, 4.5, 7
- CN(C)N=Nc1nc2c([nH]1)c(=O)n(C)c(=O)n2C
 : 0, 0.3, 9, -0.8, 0.6, 0, 1, 0, 4.3, 16
- Cc1cc(Cl)ccc1N(CC(=O)NCc1ccccc1)S(C)(=O)=O
 : -6, -0.3, 4, -0.6, 1.5, -4, -12, 0, -0.4, 11
- COc1ccc(CCNC(=S)NC(=O)c2c(-c3ccccc3Cl)noc2C)cc1OC
 : -2, -0.8, 2, -0.4, 0.1, ., -18, -3, -1.8, 6
- Cc1ccccc1NC(=O)CSc1nc(=O)n(CCN2CCOCC2)c2c1CCCC2
 : 5, -3.3, 21, 0.5, -1.5, 0, -15, -2, -1.1, 12
- COc1ccc(C2NC(=O)NC(O)(C(F)(F)F)C2C(=O)c2ccc(C)cc2)cc1 (stereo not drawn)
 : 2, -1.4, -15, -2.4, -0.3, 1, -9, ., 0.2, 9
- CCN1CCN(C(=O)CCc2nnc(CCc3ccccc3OC)o2)[C@@H](C)C1=O
 : -5, 0.2, 18, 0.2, 1.4, 1, -13, 2, 1.6, -4
- CC(=O)NCCOc1nc(N(C)C)nc(N2CCOCC2)n1
 : 1, -2.1, 5, 0.6, -1.5, 1, -1, -6, 1.3, 0
- CCc1ccc2[nH]cc(C(=O)OCCOC)c(=O)c2c1
 : -4, -2.5, -6, -1.2, 4.1, 0, -6, 8, 3.6, 6
- CC(C)(C)NC(=O)CC1C(=O)NCCN1Cc1c(F)cccc1Cl (stereo not drawn)
 : -5, -1.4, 15, 1.1, 2.4, 0, -11, -1, 2.0, 0
- O=C(COC(=O)CCC1CCCC1)Nc1ccccc1OC(F)F
 : 0, -1.0, -22, -1.3, 0.0, -7, 10, -2, 1.8, 0
- CC(=O)/C(=N\Nc1ccc(Cl)cc1)Sc1nnc(-c2ccccc2)n1-c1ccccc1
 : 8, -1.4, -13, -5.9, -6.0, -3, -8, -4, -3.7, 0
- CCOc1cc(N2CCOCC2)c(OCC)cc1NC(=O)CN1CCc2ccccc2C1
 : 4, 0.0, -16, 0.8, 3.5, 1, -14, ., -3.4, -1
- CCOc1ccc(NS(=O)(=O)c2csc(C(N)=O)c2)cc1
 : -6, -1.7, -11, -0.5, -3.0, -1, 7, -2, 1.0, 15
- CCCc1c(O)nc(SCCN(CC)CC)n(C(=O)c2ccccc2)c1=O
 : 12, 0.6, ., -1.4, 1.6, 0, -7, 3, 3.5, -2
- CCN=C1S/C(=C\c2cn(CC(=O)NCCOC)c3ccccc23)C(=O)N1CC
 : 10, -4.1, -26, 0.6, 2.8, 0, -1, -1, 3.6, 4
- COc1ccccc1/C=N/NC(=O)COCC(=O)N/N=C/c1ccccc1OC
 : 10, -0.1, 11, -1.8, 1.7, 0, 9, -1, 4.4, -5
- CCOP(=O)(OCC)C(NC(=O)NS(=O)(=O)c1ccc(C)cc1)c1ccccc1 (stereo not drawn)
 : 1, -2.3, 7, -2.6, 1.5, -4, 1, -3, 0.6, 4
- CCc1nc(N2CCN(C(C)=O)CC2)c(C#N)c2c1COC(C)(C)C2
 : 3, 0.4, 13, -1.6, 1.9, 0, -10, -1, 0.1, 2
- CCOC(=O)N1CCN(C(=O)C2CCN(c3nnc(-n4cccc4)s3)CC2)CC1
 : -3, -0.1, 13, -4.0, 3.9, 0, -9, -4, 2.0, 3
- COC(=O)c1sccc1NC(=O)c1cc(OC)c(OC)c(OC)c1
 : -19, -3.3, 7, -0.6, 0.6, -3, -12, 0, -0.3, 1
- Cc1cc(=O)oc2cc(OCC(=O)N3CC(=O)Nc4ccccc43)c(Cl)cc12
 : -37, 1.5, ., -0.5, 0.9, 2, -7, -1, 2.9, -2
- O=C(COC(=O)C1(c2ccc(Cl)cc2)CCCC1)NC1CCS(=O)(=O)C1 (stereo not drawn)
 : 5, ., 0, 0.6, 3.0, -2, -10, -14, 2.0, 5
- O=C(Nc1cccc(C(=O)N2CCOCC2)c1)C1CC1
 : -2, -2.2, 42, ., ., -4, 1, -2, 0.4, 5
- CCOC(=O)C(C(=O)OCC)C1OC(=O)c2cc3c(cc21)C(=O)OC3C(C(=O)OCC)C(=O)OCC (stereo not drawn)
 : 3, -0.6, -13, -0.8, -0.9, -4, 1, 5, 2.6, 0
- Cn1c(-c2ccccc2)cccc1=O
 : -8, -0.6, -8, -0.4, 1.9, -1, -15, ., 3.1, -3
- NC(=O)C1CCN(C(=O)Nc2csc3ccccc23)CC1
 : ., ., ., -0.7, 3.3, ., ., -1, 0.3, .
- COCCNC(=O)CCCC(=O)NCCOC
 : -1, -0.5, -16, 1.3, 4.0, 3, 10, -2, 0.8, 5
- N/C(Cn1cncn1)=N\OC(=O)c1ccc(Cl)cc1
 : -3, -1.8, -13, 0.3, 2.1, 1, -9, -3, 6.6, 0
- COc1ccc(S(=O)(=O)N2CCC(C(=O)N[C@@H](C)C(=O)N3CCCCCC3)CC2)cc1
 : -6, -0.8, -16, 3.1, 2.4, 3, -1, 3, 2.6, 14
- O=C(NC(c1ccccc1)c1ccccc1)c1cccc(S(=O)(=O)NCc2ccccc2)c1
 : 1, -4.3, 23, 0.2, 0.2, 7, -8, 13, 4.3, 4
- S=c1[nH]c(-c2ccccc2)cn1/N=C/c1ccc(Br)cc1
 : -1, -0.2, -3, -0.7, -1.0, 3, -5, 4, 3.0, 0
- CN1C=C/C(=C\c2cc[n+](C)c3ccccc23)c2ccccc21
 : -16, -2.0, 19, ., ., 2, -11, -2, 2.9, -40
- NC(=O)CC(NC(=O)Cc1cccc2ccccc12)c1ccc(NCc2ccc(F)c(F)c2)c([N+](=O)[O-])c1 (stereo not drawn)
 : -4, -0.2, -12, -1.6, 2.2, 13, -26, -3, 1.9, -8
